Assay outcomes: PubChem, several laboratories
TLR4 MyD88 comp: blocks binding of human TLR4 to MyD88. HeLa CL3-4 TLR4/MyD88 BLA complementation, FRET ratio. inhibition, % at 8.4 µM. actives 0.18% (n = 200,000); in the data active means inhibition above about 25%;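 further: 0% = vehicle and 100% = reference inhibitor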
Diaphorase inh: diaphorase inhibition or chemical oxidation counter-screen; actives 0.69% (n = 190,000); diaphorase resazurin-to-resorufin fluorescence, NADH, 16 min; bacterial (C. kluyveri) enzyme, not human; inhibition, % at 20 µM;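 active means primary screen inhibition at 20 µM above a set limit, cut at about 50% in these data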;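 further: plate controls were DMSO with full reaction for no effect and wells lacking NADH for full effect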
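Assay system – diaphorase enzyme from Clostridium kluyveri · Amount – diaphorase 0.14 U/mL (working solution) · Times – reaction incubation of 16 min at room temperature · Controls – No-NADH positive control and DMSO neutral control · Signal – resorufin fluorescence 544/590 nm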
Hsp70 activator: transcriptional activators of Hsp70; HeLa Hsp70 promoter luciferase reporter, luminescence; scaled: vehicle 0, proteasome-inhibitor control 100%; activation, % at 10 µM; actives 0.04% (n = 200,000);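 active means activation above the mean across all tested compounds plus 3 SD, cutoff set per campaign, cut at about 5.5% in these data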;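 further: 100% = MG132 at 30 µM as the positive control and 0% = DMSO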
G6PDH CS: L. mesenteroides G6PDH inhibition counter-screen. Purified L. mesenteroides G6PDH, diaphorase/resazurin coupled fluorescence, 45 min. inhibition, % at 5 µM. actives 0.12% (n = 200,000)
PMI act hi M6P: activators of human phosphomannose isomerase at near-saturating mannose 6-phosphate; actives 0.34% (n = 190,000); AID 1216; coupled PMI enzyme assay, resazurin fluorescence, 20 min; stronger effect = higher value; 1 = untreated enzyme, 0 = substrate-free blank; P34949; activation factor at 20 µM;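 active means activation factor of 2 or more at 20 µM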
Target sequence (P34949 whole entry, looked up): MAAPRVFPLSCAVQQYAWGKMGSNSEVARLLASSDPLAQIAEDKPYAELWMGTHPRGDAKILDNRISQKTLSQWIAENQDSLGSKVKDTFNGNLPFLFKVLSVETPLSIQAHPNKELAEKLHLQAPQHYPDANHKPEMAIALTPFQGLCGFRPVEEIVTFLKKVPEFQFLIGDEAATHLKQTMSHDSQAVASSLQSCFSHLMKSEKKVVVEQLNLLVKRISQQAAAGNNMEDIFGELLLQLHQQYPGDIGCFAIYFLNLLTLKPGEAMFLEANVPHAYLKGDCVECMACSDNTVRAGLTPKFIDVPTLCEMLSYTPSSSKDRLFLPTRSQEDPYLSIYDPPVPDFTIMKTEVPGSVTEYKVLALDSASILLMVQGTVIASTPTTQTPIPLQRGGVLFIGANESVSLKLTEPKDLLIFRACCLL
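Material: human phosphomannose isomerase with PGI, G6PDH, diaphorase coupling enzymes. Quantity: 15 ng/mL PMI. Medium: HEPES pH 7.4 buffer with MgCl2 and Tween-20. Reagent: Near-saturating mannose-6-phosphate, 1.0 mM. Compound: 20 µM single dose. Times: enzyme reaction with compound 20 min at room temperature. Detection: resorufin fluorescence at Ex 544/Em 590 nm.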
Diaph act CS: diaphorase activation or chemical reduction counter-screen. AID 1229. actives 0.005% (n = 190,000). activation factor at 20 µM. Diaphorase/resazurin coupled assay, resorufin fluorescence, 16 min; stronger effect = higher value; 1 = vehicle wells, 0 = NADH-free wells;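 active means diaphorase activity raised at least twofold by the compound at 20 µM; inactive means activation factor below 2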
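Material: Purified diaphorase enzyme from Clostridium kluyveri | Buffer or medium: 50 mM HEPES pH 7.4 with 4.542 mM MgCl2, 0.005% Tween 20 | Times: 16 min enzyme reaction, ambient temperature | Signal: Red resorufin fluorescence at 544/590 nm excitation/emission | Measure: Increased resorufin signal from activators or reducing compounds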
RAM network inh: yeast RAM network inhibition; S. cerevisiae dse1pr::URA3 reporter, 5-FOA growth OD615, 2 d; analog-sensitive cbk1-as2 kinase mutant strain; inhibition, % at 50 µM; actives 1.8% (n = 190,000);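 active means inhibition above a set limit, 3 SD over mean compound inhibition, cut at about 8.4% in these data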;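 further: 0% = DMSO-only wells with no growth and 100% = 10 µM 1-NA-PP1 full growth; inhibition rescues growth on 5-FOA so higher OD means more RAM inhibition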
PMI activator: phosphomannose isomerase (human) activation; activation factor at 20 µM; actives 0.005% (n = 190,000); purified human PMI, coupled resazurin fluorescence, 20 min; stronger effect = higher value; 1 = vehicle control, 0 substrate-free wells; P34949;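 active means activation factor of 2 or more at 20 µM, relative to plate controls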
Lmaj promast: inhibitors of Leishmania major promastigote growth. Leishmania major promastigotes, resazurin fluorescence viability. actives 9% (n = 200,000). inhibition, % at 10 µM;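 further: promastigotes grown with compound for 44 hours at 28 °C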
S1P3 antagonist: S1P3 (human) receptor antagonism; Q99500; CHO S1P3 NFAT-BLA reporter, FRET fluorescence, antagonist mode; inhibition, % at 4.98 µM; actives 0.27% (n = 170,000); AID 485;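 active means inhibition above the plate cutoff, the mean inhibition of test wells on that plate plus 3 SD, cut at about 28% in these data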;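 further: cells challenged with S1P at its EC80 of 0.8 µM; blue over green emission ratio from cleaved BLA substrate after 4 h stimulation; 0% = S1P-stimulated wells and 100% = unstimulated DMSO-only wells; some compounds past the cut are filed as inactive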
Target sequence (Q99500 whole entry, looked up): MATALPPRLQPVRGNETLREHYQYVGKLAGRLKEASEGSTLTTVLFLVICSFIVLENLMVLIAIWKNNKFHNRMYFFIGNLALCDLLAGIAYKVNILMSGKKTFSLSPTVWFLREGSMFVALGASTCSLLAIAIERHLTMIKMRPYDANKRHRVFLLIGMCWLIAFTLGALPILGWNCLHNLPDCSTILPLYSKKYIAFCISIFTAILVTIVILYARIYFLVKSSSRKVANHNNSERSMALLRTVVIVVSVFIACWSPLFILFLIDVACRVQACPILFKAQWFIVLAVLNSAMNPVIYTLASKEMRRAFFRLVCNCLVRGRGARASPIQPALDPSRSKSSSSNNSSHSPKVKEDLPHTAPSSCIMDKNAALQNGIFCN
DTT redox prof: compounds producing H2O2 with reducing agent – biochemical, NIH compound library profiling, artefact control for MLSCN library redox annotation, primary screen. DTT-dependent redox cycling H2O2, phenol red/HRP absorbance; 100% = 100 µM peroxide control, 0% = buffer. activation, % at 10 µM. actives 0.03% (n = 200,000). AID 878;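 active means activation of at least 50% relative to the plate's high and low controls in the primary single-dose screen; inactive means activation below 50%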;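 further: compound incubated with DTT at 0.8 mM final as the reducing agent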
Numbers without * were called inactive; . = not tested or not shown. Unless noted, no stated cut-off is given here; in the data, active means inhibition above about 50%; inactive means the rest.

Value order: Diaphorase inh	PMI activator	Lmaj promast	TLR4 MyD88 comp	G6PDH CS	S1P3 antagonist	DTT redox prof	Hsp70 activator	Diaph act CS	PMI act hi M6P	RAM network inh
#1 CCN1CCN(c2c(Cl)cccc2NC(=O)c2ccc3c(c2)OCCO3)CC1
  1	1	13	3	-17	-7	2.4	-0.2	1	1.1	0.1
#2 O=C(Nc1ccc(S(=O)(=O)NCc2ccco2)cc1)c1ccncc1
  4	1	-3	14	-3	.	-1.6	-0.1	1	1	-0.6
#3 NC1=NN=C(N2N=C(c3ccccc3)CC2(O)C(F)(F)F)n2ncnc2C1 (stereo not drawn)
  28	0.8	-5	2	12	-19	0.3	0.1	0.7	0.8	1.0
#4 Cc1ccc(/C(O)=C2\C(=O)C(=O)N(CC(C)O)C2c2ccccn2)cc1 (stereo not drawn)
  -22	1.2	3	-3	17	-20	0.5	0.2	1.2	1.2	-0.2
#5 CCOC(=O)c1c(NC(=O)CSc2nnc(C)s2)sc2c1CCC(CC)C2 (stereo not drawn)
  25	0.9	6	-4	7	.	1.0	-0.3	0.8	0.9	6.8
#6 NC(=O)Cc1ccc2sc(-c3ccccc3)nc2c1
  12	1	41	-15	7	-7	-0.7	0.1	0.9	0.9	0.9
#7 COc1cccc(CC(NC(C)=O)C(=O)NC2CCN(C(=O)C3CC3)CC2)c1OC (stereo not drawn)
  -4	1	-10	5	12	-16	-0.2	0.4	1	1	-0.2
#8 COc1cc(/C=C/C(=O)NCCn2c(C)cc3ccccc32)cc(OC)c1OC
  14	1	18	5	17	9	0.3	0.2	0.9	1	9.7*
#9 O=C(Nc1ccccc1)c1nc2ccccc2s1
  13	1	-4	-5	8	-11	-0.7	-0.3	0.9	1	3.7
#10 CCc1nnc(NC(=O)Cc2sc(C)nc2-c2ccc(C)cc2)s1
  0	1.1	-2	-5	11	-1	0.3	-0.1	1	1	5.7
#11 COc1cc(OC)cc(C2=NCCN2)c1
  -10	1	-6	-14	3	8	-0.9	-0.2	1.1	1	0.1
#12 Cc1ccc(-c2nn(CC(=O)NCc3ccco3)c(=O)c3ccccc23)cc1
  -17	0.9	-5	0	4	-9	-0.8	-0.3	1.2	1	0.0
#13 COc1ccc(-c2nnc(SCc3ccccn3)n2C)cc1
  8	1.1	-2	-9	5	.	0.8	0.2	0.9	1.1	1.7
#14 Clc1ccc(C2NCCc3sccc32)cc1 (stereo not drawn)
  6	0.9	17	-4	13	-11	-1.1	-0.3	0.9	0.9	0.7
#15 CCN(CC)S(=O)(=O)c1ccc(OC)c(NC(=O)COc2ccc3c(C)cc(=O)oc3c2)c1
  18	1	12	-13	-25	-22	1.3	-0.2	0.8	0.9	1.7
#16 COc1cnc(-c2ccccn2)nc1Oc1ccccc1
  5	1	9	-4	15	-12	-0.2	-0.2	0.9	0.9	0.3
#17 CCc1ccc(NC(=O)C(C)OC(=O)CCC(=O)c2cccs2)cc1 (stereo not drawn)
  16	1	46	-5	0	-8	0.2	-0.2	0.8	1	2.2
#18 COc1ccc(C(=O)Nc2nc(C)cs2)cc1S(=O)(=O)N1CCCC1
  5	1	10	-16	-4	14	-0.2	-0.1	0.9	1	0.0
#19 CCOC(=O)c1sc(Nc2ccc(F)cc2)nc1C
  20	0.9	5	4	4	-22	-0.3	-0.1	0.8	0.9	4.2
#20 CCCNC(=O)CSc1nccn1Cc1ccc(OC)cc1
  3	0.9	-2	-16	5	-1	0.1	-0.4	1	0.9	0.6
#21 Cc1ccc2c(COC(=O)C3=COCCO3)cc(=O)oc2c1
  1	1	1	-8	-1	4	-0.7	0.1	1	1	1.8
#22 COc1ccc(CNc2nc3c(c(=O)[nH]c(=O)n3C)n2Cc2ccccc2C)cc1
  27	0.9	11	-12	-1	-34	-1.1	0.0	0.7	0.9	1.2
#23 CC(Oc1ccc(Cl)cc1Cl)C(=O)NC(=S)N1CCc2ccccc21 (stereo not drawn)
  6	0.9	-3	-3	17	-8	0.9	0.0	0.9	0.9	2.4
#24 Cc1nnc(SCc2cccc([N+](=O)[O-])c2)[nH]c1=O
  8	1.1	3	12	4	-1	-0.7	-0.3	0.9	1.1	-0.8
#25 O=C(CSc1nc2ccccc2o1)c1cc2ccccc2oc1=O
  20	1.1	-1	0	-2	0	0.9	-0.4	0.8	1	0.8
#26 O=S(=O)(c1ccc(NC(=S)Nc2ccc(OC(F)F)cc2)cc1)N1CCOCC1
  14	1	-4	-6	1	-8	-0.5	-0.1	0.9	1	1.9
#27 Cc1ccc(N(NC(=O)C(C)(C)O)C(=O)c2ccccc2)cc1C
  8	0.9	-4	-2	4	.	-3.4	0.0	0.9	0.9	1.8
#28 CCOc1cc(C(=O)NC(=S)Nc2cccnc2)cc(OCC)c1OCC
  17	1	-1	2	-4	-3	-0.5	-0.3	0.8	1	4.2
#29 Cn1cc[nH]c1=S
  -7	1.1	-11	-5	10	-11	0.5	-0.3	1.1	1.3	1.9
#30 Cc1ccc(OCc2nnc(SCC(=O)N3CCOCC3)n2C)cc1
  -17	1.1	-3	12	14	4	0.3	-0.3	1.2	1.2	0.7

3 compounds already listed, sorted by the number in RAM network inh, descending:
item	Compound	PMI activator	TLR4 MyD88 comp	S1P3 antagonist	DTT redox prof	Hsp70 activator	PMI act hi M6P	RAM network inh
17	CCc1ccc(NC(=O)C(C)OC(=O)CCC(=O)c2cccs2)cc1 (stereo not drawn)	1	-5	-8	0.2	-0.2	1	2.2
14	Clc1ccc(C2NCCc3sccc32)cc1 (stereo not drawn)	0.9	-4	-11	-1.1	-0.3	0.9	0.7
7	COc1cccc(CC(NC(C)=O)C(=O)NC2CCN(C(=O)C3CC3)CC2)c1OC (stereo not drawn)	1	5	-16	-0.2	0.4	1	-0.2

Next part.
Value order: Diaphorase inh	PMI activator	Lmaj promast	TLR4 MyD88 comp	G6PDH CS	S1P3 antagonist	DTT redox prof	Hsp70 activator	Diaph act CS	PMI act hi M6P	RAM network inh
#31 Cc1oc(-c2ccccc2)cc1C(=O)Nc1cccc(/C=C\C(=O)O)c1
  13	1.2	-4	3	-3	-6	-1.3	0.4	0.9	1.1	8.5*
#32 Cc1cc(-c2ccccc2)nc(-c2ccccc2)c1C
  16	0.9	17	11	10	-4	-0.1	0.1	0.8	0.9	1.2
#33 O=C(O)c1cc2nc3c(c(C(F)(F)F)n2n1)CCc1ccccc1-3
  24	1.1	2	14	1	-38	-3.5	-0.3	0.8	1	-0.7
#34 COc1ccc(-n2c(C)c(C(C)=O)c(C(C)=O)c2C)cc1
  5	1	-3	-9	-3	.	0.1	-0.4	1	1.1	-0.7
#35 CCCCC(=O)c1c(C)cc(C)[nH]c1=O
  15	0.8	-1	4	-1	.	-0.7	0.0	0.9	0.9	-1.0
#36 O=C(N/N=C/c1ccsc1)c1cc(-c2ccncc2)nc2ccccc12
  2	1.1	5	8	4	2	-0.3	-0.3	1	1	1.0
#37 COC(=O)CNC(=O)c1sc2ncn(CC(=O)Nc3ccc(C)c(Cl)c3)c(=O)c2c1C
  19	1	14	-8	5	-19	-1.0	0.0	0.8	1	2.5
#38 COc1ccc(OC)c(N(CC(=O)Nc2cccnc2)S(C)(=O)=O)c1
  -4	1.1	-2	-1	8	.	0.7	-0.1	1	1.1	0.2
#39 N#CC(C#N)=C(Nc1ccccc1)c1ccccc1
  3	1	1	4	2	6	0.0	-0.4	1	0.9	3.9
#40 O=C(COc1cccc2cccnc12)NNC(=S)Nc1ccccc1
  19	0.9	-5	-1	18	-14	-0.4	-0.2	0.8	0.9	-0.6
#41 CCCn1c(C(C)NC(=O)c2ccccc2)nc2ccccc21 (stereo not drawn)
  -1	1.1	13	-2	1	.	3.2	-0.4	1	1.1	0.5
#42 CC(=O)Nc1ccc(-n2nnnc2SCC(=O)NCc2cccs2)cc1
  35	0.9	5	-5	11	-3	-0.2	-0.4	0.7	1	0.0
#43 Cc1nc(SCC(=O)O)c2oc3ccccc3c2n1
  8	1	-9	-22	2	-28	2.1	-0.4	0.9	1	2.5
#44 CCCCn1c(O)c(C=NCCCN(C)C)c(=O)[nH]c1=O
  3	1	5	8	2	.	-0.7	0.0	1	1	1.2
#45 O=C(CCn1c(=O)sc2ccccc21)Nc1cccnc1
  15	1	0	-5	1	.	-0.7	0.2	0.9	0.9	1.8
#46 COCCNC(=O)CN1C(=O)NC2(CCCCCC2)C1=O
  8	0.9	-5	-8	8	2	-2.8	-0.1	0.9	1	1.1
#47 CCCCSc1nc(N)c(C#N)c(-c2cccs2)c1C#N
  20	0.8	17	6	0	.	-0.7	-0.3	0.8	0.8	3.0
#48 Nc1sccc1C(=O)c1ccccc1
  12	1	-2	-7	-9	-16	-2.2	-0.4	0.9	1	-0.4
#49 Cc1ccc(-n2ncc3c(=O)n(-c4ccc(C)c(C)c4)c(C)nc32)cc1
  17	0.9	2	-1	1	15	-2.5	0.2	0.8	0.9	3.6
#50 Cc1ccc(-c2nnc(CSc3nnc(COc4cccc5ccccc45)n3-c3ccccc3)o2)cc1
  22	0.9	46	4	1	.	0.5	-0.2	0.8	0.9	3.6
#51 Cc1cc(C)n(C(=O)CCNC(=O)c2ccccc2Br)n1
  6	1.1	-1	-4	7	-13	-0.1	-0.2	0.9	1.1	1.1
#52 COc1cc([C@H]2[C@@H]3CCCC[C@]3(O)CCN2CC(=O)Nc2ccc(C)cc2C)ccc1O
  10	1	65*	-5	1	-29	0.1	0.3	0.9	1	0.1
#53 COc1ccc(C2c3[nH]c4ccccc4c3CCN2Cc2cccn2-c2ncccn2)cc1C (stereo not drawn)
  -21	1	71*	9	12	15	-0.7	-0.3	1.2	0.9	0.7
#54 COc1cccc(C(=O)N=c2sc3cc(S(C)(=O)=O)ccc3n2C)c1
  11	1	-3	0	-2	-7	-2.2	0.2	0.9	1	-0.6
#55 Cc1cccc(NC(=O)/C=C/c2ccc([N+](=O)[O-])s2)c1
  10	0.9	100*	2	-14	15	1.7	0.1	0.9	1	5.4
#56 CCN(CCC#N)c1ccc(/C=N/Nc2nc(C)cc(=O)[nH]2)c(C)c1
  0	1	-1	-7	-29	-4	-0.2	-0.2	1	1	1.3
#57 O=c1c2oc3ccccc3c2ncn1Cc1ccccc1F
  -3	1.1	-2	9	5	-10	-0.4	-0.5	1	1	1.6
#58 COc1ccc(/C=N/n2cnnc2SCCO)cc1OC
  3	0.9	4	-3	9	-3	-3.7	-0.1	1	0.9	-2.3
